OX1R antag-1 – blocks the human orexin 1 receptor | O43613 | OX1R-expressing cells, FRET antagonist read-out | inhibition, % at 6.6 µM | hit rate 1.8% among 330,000 | AID 485270; in the data active means inhibition mostly above about 38%, no sharp cut-off; inactive means mostly below about 40%;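 further: 0% = agonist challenge alone and 100% = reference antagonist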
Target sequence (O43613 whole entry, looked up): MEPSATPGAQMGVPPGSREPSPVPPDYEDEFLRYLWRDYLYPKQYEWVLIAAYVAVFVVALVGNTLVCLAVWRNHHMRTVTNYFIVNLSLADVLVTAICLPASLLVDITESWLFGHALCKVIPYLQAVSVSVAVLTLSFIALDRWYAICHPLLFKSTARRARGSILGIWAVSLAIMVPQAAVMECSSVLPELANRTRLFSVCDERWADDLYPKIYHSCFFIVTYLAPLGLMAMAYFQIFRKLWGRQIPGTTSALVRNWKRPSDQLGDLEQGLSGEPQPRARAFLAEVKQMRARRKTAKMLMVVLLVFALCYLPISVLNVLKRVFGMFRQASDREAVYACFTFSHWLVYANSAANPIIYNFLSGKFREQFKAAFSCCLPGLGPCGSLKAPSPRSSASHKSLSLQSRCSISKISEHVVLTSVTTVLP
OX1R antag-2 – antagonists of human orexin 1 receptor. O43613. CHO/OX1R cells, Fluo-8 calcium fluorescence, orexin A. inhibition, % at 5 µM. hit rate 0.43% among 330,000. AID 434989;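 active means inhibition above its plate's threshold, mean inhibition of all tested compounds on the plate plus 3 SD, cut at about 37% in these data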;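 further: 0% = orexin A challenge wells and 100% = SB-334867-A antagonist wells; not every result past the cut was called active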
Starred values were filed as active, the others as inactive. Hits appear at their usual frequency, and some 2.1% of all compounds hit somewhere here.

SMILES | OX1R antag-1 | OX1R antag-2
CC(C)CCn1c(N2CCc3ccccc3C2)nc2c1c(=O)[nH]c(=O)n2C | 3 | -32
CC1Cc2cc(S(=O)(=O)N3CCN(c4ccc(Cl)cc4)CC3)ccc2N1C(=O)C1CC1 (centres undefined) | 6 | -6
Cc1ccccc1CC(=O)Nc1ccon1 | 12 | -2
COc1cc(/C=C2/SC(=S)N(c3c(C)n(C)n(-c4ccccc4)c3=O)C2=O)ccc1O | 57 | 3
O=C(Cc1ccccc1)NC1CCS(=O)(=O)C1 (centres undefined) | 10 | -2
O=C(Nc1ccc(Cl)c(Cl)c1)Nc1nnc(CSc2ccccc2)s1 | 11 | -4
CC(=O)c1cnc2c(-c3cccc(Br)c3)cnn2c1C | 28 | -12
COc1cc(N)c(Cl)cc1C(=O)OCC(=O)N(C)C1CCCCC1 | 17 | -5
O=C(CC(NC(=O)c1ccccc1)c1ccccc1)Nc1cccc2ccccc12 (centres undefined) | 22 | -13
COCCn1c(SCC(=O)NC2CCCCC2C)nnc1-c1ccncc1 (centres undefined) | 23 | -15
Cc1ccc(S(=O)(=O)N[C@@H](C)C(=O)N2CCC(C(=O)N[C@@H](Cc3ccccc3)C(=O)O)CC2)cc1 | 5 | 10
Cc1cc(C)n2nc(SCC(=O)Nc3ccc(F)cc3)nc2n1 | 6 | -21
CC(OC(=O)CCCNC(=O)c1ccc(Cl)cc1)C(=O)N(C)Cc1ccccc1 (centres undefined) | 30 | -15
Cc1nnc(NC(=O)Cn2nc(C)c3ccccc3c2=O)s1 | 3 | -17
O=C1c2sc3nc4n(c(=O)c3c2CCC1Br)CCCCC4 (centres undefined) | 27 | -6
CC(C)CN=CC1=C(O)c2ccccc2C1=O | 21 | -20
Cc1ccc(CCN2C(=O)c3ccccc3C2C(=O)NCc2cccnc2)cc1 (centres undefined) | 4 | -29
CCn1nccc1C(=O)Nc1ccccc1OC | 26 | -20
Cc1ccc(S(=O)(=O)NCCC(=O)NC2CCC(C)CC2)cc1 (centres undefined) | -2 | -5
CCCCn1c(N)c(N(CC)C(=O)CN2C(=O)NC(C)(c3ccccc3)C2=O)c(=O)[nH]c1=O (centres undefined) | 5 | 0
O=C(Nc1nnc(C2CC2)s1)c1cccnc1Oc1ccc(Cl)cc1 | 10 | -20
O=C(CCCCCCCCC(=O)N/N=C/c1ccco1)N/N=C/c1ccco1 | 10 | -30
O=[N+]([O-])c1ncccc1OCc1ccccc1Br | 18 | -30
Cc1ccc(-c2nnc(Nc3ccc4c(c3)OCO4)c3ccccc23)cc1S(=O)(=O)NC(C)C | 38 | 38
Cc1nn(-c2ccccc2)c(OC(=O)c2cccs2)c1S(=O)(=O)c1ccc([N+](=O)[O-])cc1 | 17 | -5
Cc1ccc(NC(=O)[C@H](Cc2ccccc2)NC(=O)C2CCNCC2)cc1 | 6 | -22
CCOc1ccc(S(=O)(=O)NCc2cccnc2)cc1NC(=O)c1ccccc1F | 18 | -26
CCOc1cc2nc(-c3ccc(OC)c(OC)c3)nc(NCCCN3CCOCC3)c2cc1OC | 46 | -22
COc1ccc(S(=O)(=O)N2CCC(C(=O)NCCC(=O)Nc3cccc(Cl)c3)CC2)cc1 | 7 | -15
Cc1ccc(Cn2cc(-c3ccccc3)nn2)cc1 | 16 | -11
CCOc1cc(NS(=O)(=O)c2ccccc2)c(OCC)cc1NC(=O)c1ccco1 | 23 | -36
O=C(NCc1ccccc1)C1=C[C@@H](C2CC2)C[C@@H](OCCCCO)O1 | 19 | -17
COc1ccc(S(=O)(=O)NC2CC(C)(C)NC(C)(C)C2)c2ccccc12 | 4 | -13
N#CC(Nc1ccccc1)c1ccccc1OCc1ccccc1 (centres undefined) | 10 | 7
COc1ccc(CCNC(=O)COC(=O)CCC(=O)c2ccc(F)cc2)cc1 | -2 | -1
CCCC(=O)Nc1nnc(S(=O)(=O)N(CC)c2ccccc2)s1 | -1 | 2
Cc1cc(-c2c(C)[nH]n(-c3ccccc3)c2=O)n[nH]1 | 12 | 9
N=C1c2ccccc2CN1c1ccc(S(=O)(=O)N2CCCCC2)cc1 | -5 | -19
CN(CC(=O)Nc1ccc(S(=O)(=O)N2CCCC2)cc1)Cc1cccc(Cl)c1Cl | 5 | -32
Cc1ccsc1S(=O)(=O)N1CCC(CO)(CC2CCCCO2)CC1 (centres undefined) | 18 | -3
CC(=O)Nc1ccccc1C(=O)C(=O)NCCc1ccccc1 | 6 | -24
Cc1ccc(CNC(=O)C2c3ccccc3C(=O)N(C)C2c2c[nH]c3ccccc23)o1 (centres undefined) | 14 | -25
COc1ccccc1N1CCN(CCCNc2c(C)c(=O)n(C)c(=O)n2C)CC1 | 11 | 0
CCCc1ccc(C(=O)NNc2ccccc2F)cc1 | 11 | -28
Cc1ccc(-c2nnn(CC(=O)NCCc3ccc4c(c3)OCO4)n2)o1 | 9 | -28
COc1ccc(/C=C2\SC(=S)N(CCCC(=O)NNC(=O)c3ccccc3O)C2=O)cc1 | 18 | -12
COc1ccc(Cn2c(O)c(C=Nc3ccccc3C(=O)O)c3ccccc3c2=O)cc1 | 3 | -4
CN(C)/C=C/C(=O)c1cccc([N+](=O)[O-])c1 | 8 | -26
COc1ccc(S(=O)(=O)NC(C)C(=O)O)cc1 (centres undefined) | 9 | 3
Cc1ccc(OC(=O)CCC(=O)NC(C)c2ccccc2)cc1 (centres undefined) | -3 | -1
CCCOc1ccc(NC(=O)CNC(=O)c2cc(OC)cc(OC)c2)cc1OCCC | 2 | -11
[O-]/C(=C(\C(=S)NCc1ccc2c(c1)OCO2)[n+]1ccccc1)c1ccc(Cl)s1 | -3 | -8
O=C(Nc1ccc(Cl)cn1)C1CCCN(c2ncnc3c2nc2n3CCCCC2)C1 (centres undefined) | 12 | -25
CC(C)c1cc(=O)n2[nH]c(SCc3ccc(Cl)cc3)nc2n1 | 26 | -21
Cc1cccc(-c2nc(CS(=O)CC(=O)N3CCc4ccccc4C3)c(C)o2)c1 (centres undefined) | 19 | -47
Cc1cc(C)cc(-n2c(=O)c3sccc3n(CC(=O)NCc3ccco3)c2=O)c1 | 10 | -17
CN(C)CCCNC(=S)N(CCO)Cc1cc2cc3c(cc2[nH]c1=O)OCO3 | 11 | 4
CC(C)(Oc1ccc(Br)cc1)C(=O)N1CCc2ccccc21 | 19 | -39
On1c(-c2ccccc2Cl)nc2ncccc21 | -4 | -5
Cc1cc(/C=N/Nc2ccc([N+](=O)[O-])cn2)c(C)n1-c1cccc(C(=O)O)c1 | 36 | 0
(listing goes on)
SMILES | OX1R antag-1 | OX1R antag-2
COc1ccc(-c2cn(CCO)c(CCN)n2)cc1 | 35 | -12
Cc1ccc(NC(=O)N2CCCC2c2cccs2)cc1 (centres undefined) | -1 | -12
Cn1c2c(c(O)c(-c3ccccc3)c1=O)C(=O)CC(C)(C)C2 | 43 | -3
CCN1C(=O)/C(=c2\sc3nc(=O)c(Cc4ccccc4)nn3c2=O)c2ccccc21 | 5 | -7
O=C1CNC(=S)N1CCc1ccccc1Cl | 14 | -2
Cc1cc(C(=O)Nc2nc3ccc(Cl)cc3s2)nn1C | 43 | -2
CCOc1ccc(NC(=O)CN(C)C(=O)CN2C(=O)C3CC=CCC3C2=O)cc1OCC (centres undefined) | 16 | -2
Cc1cc(Nc2ccccc2)n(CCO)n1 | 2 | -10
CCC(Oc1ccccc1)C(=O)Nc1ccc(S(=O)(=O)N2CCOCC2)cc1 (centres undefined) | 13 | 8
CC(C)(C)C(=O)Cn1c(=O)n(CC2CCCO2)c(=O)c2ccccc21 (centres undefined) | 13 | -17
COCc1c(C(=O)N2CCN(Cc3ccc4c(c3)OCO4)CC2)oc2ccccc12 | 11 | -13
CC1(C(=O)Nc2ccc3c(c2)OCO3)CC1(Cl)Cl (centres undefined) | 17 | 4
CC(C)CCNC(=O)C(=O)NCCC1=CCCCC1 | 5 | -3
CCOc1ccc(NC(=O)CSc2nc(=O)n(Cc3ccccn3)c3c2CCC3)cc1 | 12 | -41
COCCCN1C(=O)c2ccc(C(=O)OCC(=O)NCc3ccccc3OC)cc2C1=O | 38 | -28
CN(CC(=O)Nc1ccc(F)cc1)C(=O)c1ccc(-c2ccc(Cl)cc2)o1 | 26 | -14
CN1CCN(C(=O)C2=C[C@@H](c3ccc(C(F)(F)F)cc3)C[C@@H](OCc3ccc(CO)cc3)O2)CC1 | 22 | -3
CCN(CC)CC(=O)NCC1(c2ccccc2)CCOCC1 | 16 | -5
Cc1cccc(C)c1OCc1cc(C(=O)N2CCN(c3ccccc3)CC2C)no1 (centres undefined) | 27 | -16
Cn1cc(/C=C/C(=O)N2CCCC(C(=O)c3ccc(C(C)(C)C)cc3)C2)cn1 (centres undefined) | 12 | -25
COc1ccc(NS(=O)(=O)c2ccc(N3CCOCC3)c(NC(=O)c3ccccc3Cl)c2)cc1 | 7 | -24
Cc1ccc(C(=O)c2cc([N+](=O)[O-])ccc2N2CCN(C)CC2)cc1 | 48 | -25
Nc1nonc1C(=O)NCCNCc1cc(Br)ccc1OCc1ccc(F)cc1 | 10 | 3
COC(=O)C(NC(=O)C(NC(=O)c1ccccc1)C(C)C)C(C)C (centres undefined) | 4 | -31

Of the compounds above, four contain a COOH group.
SMILES | OX1R antag-1 | OX1R antag-2
Cc1ccc(S(=O)(=O)N[C@@H](C)C(=O)N2CCC(C(=O)N[C@@H](Cc3ccccc3)C(=O)O)CC2)cc1 | 5 | 10
COc1ccc(Cn2c(O)c(C=Nc3ccccc3C(=O)O)c3ccccc3c2=O)cc1 | 3 | -4
COc1ccc(S(=O)(=O)NC(C)C(=O)O)cc1 (centres undefined) | 9 | 3
Cc1cc(/C=N/Nc2ccc([N+](=O)[O-])cn2)c(C)n1-c1cccc(C(=O)O)c1 | 36 | 0

Profiles as entered above. Screens in order: OX1R antag-1, OX1R antag-2
Listed for Cc1ccc(C(=O)c2cc([N+](=O)[O-])ccc2N2CCN(C)CC2)cc1 = 48, -25
Listed for O=C(NCc1ccccc1)C1=C[C@@H](C2CC2)C[C@@H](OCCCCO)O1 = 19, -17
Listed for CC(=O)Nc1ccccc1C(=O)C(=O)NCCc1ccccc1 = 6, -24
Listed for O=C(CC(NC(=O)c1ccccc1)c1ccccc1)Nc1cccc2ccccc12 (centres undefined) = 22, -13
Listed for Cc1ccc(CCN2C(=O)c3ccccc3C2C(=O)NCc2cccnc2)cc1 (centres undefined) = 4, -29

Remaining list, next part:
SMILES | OX1R antag-1 | OX1R antag-2
COc1cc(C(c2oc(CO)cc(=O)c2O)c2oc(CO)cc(=O)c2O)cc(OC)c1OC | 22 | -17
Cn1c(N)c(C(=O)COC(=O)c2ccccc2C(F)(F)F)c(=O)n(C)c1=O | 10 | 11
Cc1cnc(C(=O)N2CCc3c([nH]c4ccccc34)C2c2ccc(F)cc2)cn1 (centres undefined) | 9 | -17
CCc1cc(C(=O)N2CCCC(CNS(=O)(=O)c3cccs3)C2)n(C)n1 (centres undefined) | 6 | -25
CCOc1cc(/C=C2\SC(=O)N(CC(=O)Nc3ccccc3F)C2=O)cc([N+](=O)[O-])c1O | 4 | -5
COc1ccc(S(=O)(=O)Oc2cccc(C(=S)N3CCOCC3)c2)cc1 | 22 | -5
CCc1ccccc1Cn1c(=O)oc2cccnc21 | 2 | -6
N#Cc1ccc(CN2CCN(C(=O)c3cccc(S(=O)(=O)N4CCCCCC4)c3)CC2)cc1 | -1 | -17
CCOc1ccc(C(C(=O)NC2CCCC2)N(CCOC)C(=O)CNC(=O)c2ccco2)cc1 (centres undefined) | 4 | -16
CCC(=O)Nc1sc(C(=O)Nc2ccccc2OC)c(C)c1C(=O)OC | 12 | -18
O=C(COc1ccc(-c2ccccc2)cc1)N/N=C/c1ccccc1Br | 21 | -35
O=C(CCN1CCCC1)Nc1ccc(Br)cc1 | 12 | -2
COCCNC(=S)N/N=C(\C)c1ccc(Cl)c(Cl)c1 | 13 | -22
CCCn1c(CCNC(=O)c2cccs2)nc2ccccc21 | 21 | -28
OCCN(Cc1ccccc1)CC(O)COc1ccc2c(c1)OCO2 (centres undefined) | 9 | -14
Cc1ccc(S(=O)(=O)N2CCOC2CNC(=O)C(=O)NCCc2ccc(S(N)(=O)=O)cc2)cc1 (centres undefined) | 20 | 7
Cc1ccc2cc(CN(CCCN(C)C)C(=O)NCc3ccccc3)c(=O)[nH]c2c1C | 18 | -18
Cc1cccc(-n2c(SCC(=O)N3CC(=O)Nc4ccccc43)nc3ccccc3c2=O)c1 | 32 | -4
CCCN(CC(=O)Nc1ccc(F)c(F)c1F)C(=O)C1=COCCO1 | -1 | -23
Cc1[nH]c2ccccc2c1C(=O)CSc1ccccc1 | 33 | -5
Cc1c(OCC(=O)NCc2ccncc2)ccc2c3c(c(=O)oc12)CCC3 | 16 | -5
CCOC(=O)C(NC=O)(NC(C)(C)C)C(=O)OCC | -1 | -23
C=CCOC(=O)C(C#N)c1nc2ccccc2nc1N1CCN(Cc2ccc3c(c2)OCO3)CC1 (centres undefined) | 11 | -31
Cc1cccc(NC(=S)N/N=C2\CC(C)(C)Oc3ccc(O)cc32)c1 | 7 | -18
COc1ccc(/C=N/Nc2nc(C)cc(-c3ccccc3)n2)cc1OC | 12 | -20
O=C(CSc1ccc(Cl)cc1)Nc1ccc(N2CCN(c3ccccc3)CC2)c(F)c1 | 0 | -4
O=C(CSc1ccc(-c2cccs2)nn1)NCCc1ccccc1 | 30 | -21
COc1ccc(S(=O)(=O)N(C)CC(=O)NCCC2=CCCCC2)cc1 | 5 | -30
COc1ccc(-c2nnc(SCC(=O)c3ccco3)n2-c2ccccc2)cc1 | 30 | -7
OC(COc1ccc2c(c1)OCO2)CN1CCN(c2ccc(F)cc2)CC1 (centres undefined) | 4 | -4
Cc1ccc(OCCOc2ccc(Br)cc2/C=N\NC(N)=O)cc1 | 2 | -23

Arranged by formula weight (rising): some entries from above.
SMILES | OX1R antag-1 | OX1R antag-2
O=C(CSc1ccc(-c2cccs2)nn1)NCCc1ccccc1 | 30 | -21
Cn1c(N)c(C(=O)COC(=O)c2ccccc2C(F)(F)F)c(=O)n(C)c1=O | 10 | 11
[O-]/C(=C(\C(=S)NCc1ccc2c(c1)OCO2)[n+]1ccccc1)c1ccc(Cl)s1 | -3 | -8

Screens deposited in PubChem BioAssay by The Scripps Research Institute Molecular Screening Center.
